# High-throughput results from PubChem.
# LDHA inh: qHTS assay for inhibitors of human lactate dehydrogenase; AID 1347041, 2019; 480,000 compounds, 0.15% hits; purified LDHA, NADH/diaphorase-resazurin fluorescence; hits give low values; activity change, % (values are at about 110 or 230 µM); in the data active means activity change below about -30%; inconclusive means mostly about -25% to -30%;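 further: plate controls were DMSO wells for no effect and wells without enzyme for full effect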
#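 Remaining NADH was detected by diaphorase (0.133 mg/mL) converting 37 µM resazurin to fluorescent resorufin, read at 0 and 20 minutes. The preceding 5-minute room-temperature reaction used 2 nM LDHA, 0.2 mM sodium pyruvate and 0.06 mM NADH at pH 7.4.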
# Active calls of the source: *; ? = inconclusive.
SMILES,LDHA inh
CCOC(=O)c1nc2ccccc2nc1N1CCN(c2ccccc2)CC1,10
FC(F)Sc1nc2ccccc2s1,-9
O=C(/C(=C/c1ccccc1F)c1nc2ccccc2o1)c1ccccc1,8
CCOc1ccc(NC(=O)C(Sc2ccccc2)c2ccccc2)cc1 (configuration not stated),3
COCCNC(=O)CSc1cc(C)c2cc(C)cc(C)c2n1,0
CC(C)(C)c1ccc(C(=O)OCc2c(Cl)cccc2Cl)cc1,7
CC(C)(C)NC(=O)c1cc2cc(Br)ccc2oc1=O,1
Cn1nc(C(=O)NC23CC4CC(CC(C4)C2)C3)c2ccccc2c1=O,8
Cc1oc2cc(OS(C)(=O)=O)ccc2c(=O)c1-c1ccc(Cl)cc1,4
Cc1ccc(NC(=O)Cn2cnnc2C#N)cc1C,2
COCCn1c(C(=O)NCc2ccc(OC)cc2)nc2ccccc2c1=O,-17
Cc1ccccc1C(=O)N1CCCCC1CO (configuration not stated),-4
Fc1cccc(-c2nc(COc3ccccc3Br)co2)c1,0
COc1ccc(CCn2c(SCC(C)C)nc3c2c(=O)n(C)c(=O)n3C)cc1,2
O=C(NCC1COc2ccccc2O1)c1nn(Cc2ccccc2)c(=O)c2ccccc12 (configuration not stated),7
O=C(CCc1ccccc1)Nc1ccc(-c2nc(-c3ccccc3)co2)cc1,-11
CCc1ccc2oc(C(=O)N3CCC(Cc4ccccc4)CC3)cc(=O)c2c1,-3
COCCN1C(=O)c2ccccc2C1c1nnnn1-c1ccc2c(c1)OCCO2 (configuration not stated),-1
CCCNc1c(NC(=O)c2ccc(Br)o2)c(=O)oc2ccccc12,?
N#Cc1c(SCCN2CCOCC2)nc(N2CCCC2)c2c1CCCC2,12
COc1ccc(Nc2nc(-c3ccc(CN(C)C(C)=O)cc3)cs2)cc1,-5
Cn1c(=O)n(C)c2cc(NC(=O)CN3C(=O)COc4ccc(C(C)(C)C)cc43)ccc21,8
Cc1ccc(NC(=O)Nc2c(N3CCCC3)c3ccccc3oc2=O)cc1F,2
Cc1c(O)ccc2c(CN3CCCCCC3)cc(=O)oc12,?
CC(=O)c1c(C)[nH]c(C(=O)C(C)Sc2ccccc2Br)c1C (configuration not stated),4
O=C(O)CCC(=O)Nc1ccc2c(C(C(=O)O)N3CCN(c4cccc(Cl)c4)CC3)c[nH]c2c1 (configuration not stated),7
CCN1CC(c2nc3ccccc3n2Cc2cccc3ccccc23)CC1=O (configuration not stated),-4
CNC(=O)c1cccc(NC(=O)CC2C=CCC2)c1 (configuration not stated),4
Cc1cc(NCc2ccccn2)n2ncc(-c3ccc(F)cc3)c2n1,-10
O=C(Cc1n[nH]c(=O)c2ccccc12)Nc1cccc2ccccc12,8
COc1cccc2sc(NC(=O)CCn3c(=O)oc4ccccc43)nc12,-7
COc1cccc(/C=C/c2nc3ccccc3s2)c1OC(C)C,8
CC(Nc1oc(COc2ccccc2Cl)nc1C#N)c1ccccc1 (configuration not stated),-7
Cc1cccnc1NC(=O)CCc1ncc(-c2ccccc2)o1,-1
CCCn1c(C)cc(C(=O)COC(=O)Cn2cnc3c2c(=O)n(C)c(=O)n3C)c1C,-8
COc1cc(OC)c(OC)cc1CNC(=O)Nn1cnc2ccccc21,30
COc1cc(/C=C(/C#N)C(=O)c2ccccc2)cc(Br)c1O,-15
COC(=O)c1cc(-c2cccc(OC)c2)nc2ccccc12,7
Cc1ccc(S(=O)(=O)N(CC(=O)NCC2CCCO2)c2ccccc2C)cc1 (configuration not stated),6
CC1(C(=O)NC2CC3CC2C2CCCC32)CC1(Cl)Cl (configuration not stated),-2
CCOC(=O)c1c(C)[nH]c(C(=O)Cn2nnc(-c3ccc(C)cc3)n2)c1C,3
C=C(C)CN1CCN(c2oc(C3CC3)nc2C#N)CC1,-5
CC(=O)OC1=CSc2cccc3cccc1c23,-22
COc1cccc(C(=O)Nc2ccc3oc(-c4ccc(F)cc4)cc(=O)c3c2)c1,-35*
CC(C)CN(C(=O)Cc1c[nH]c2ccccc12)c1nc2ccccc2s1,-1
CSc1ccccc1C(=O)N1CC(C)CC(C)C1 (configuration not stated),-5
CCn1c(SCc2nc3cc(S(=O)(=O)N(C)C)ccc3n2CC)nnc1C1CC1,-1
Cc1ccc2oc(=O)cc(CSc3nc(C)cc(C)c3C#N)c2c1,29
Cc1cc(NS(C)(=O)=O)cc2sc(NC(=O)c3ccccc3)nc12,-9
O=C(COc1ccc(F)cc1)N1CCC(c2nc3ccccc3o2)CC1,5
Cc1cccc2c(-c3ccccc3)c(-c3ccccc3)[nH]c12,8
Cn1c(=O)c2c(nc(SCC(=O)O)n2Cc2c(F)cccc2Cl)n(C)c1=O,9
CC(=O)c1ccc(NC(=O)Cn2c(C)cc(=O)n3nc(-c4cccs4)nc23)cc1,-1
Cc1ccc(C(C)NC(=O)C2(c3cccc(F)c3)CCOCC2)s1 (configuration not stated),6
CC(Sc1ccc2c(c1)OCCCO2)C(=O)Nc1ccc(Br)cc1 (configuration not stated),17
Cc1ccccc1C(=O)N1CCC(C(=O)NCc2coc(-c3cccs3)n2)CC1,9
Cc1ccc(S(=O)(=O)N2CCN(CCNC(=O)COc3ccccc3)CC2)cc1,18
CCOCCCNC(=O)c1ccc(NC(=O)C23CC4CC(CC(C4)C2)C3)cc1,-14
Cc1cc(=O)oc2cc(OCC(=O)Nc3nc4ccccc4[nH]3)ccc12,-24
CC(NC(=O)CCCc1nc2ccccc2o1)c1ccccc1 (configuration not stated),-2
# Next part
SMILES,LDHA inh
CC(C)OC(=O)c1nc2ccccc2nc1N1CCN(c2ccc(F)cc2)CC1,-3
COc1cc(/C=C(/C#N)C(=O)c2ccccc2)ccc1OC(=O)c1ccc(F)cc1,11
O=C(CN(Cc1ccco1)S(=O)(=O)c1ccccc1)Nc1ccc2c(c1)OC1(CCCCC1)O2,5
COc1cccc(-c2noc(COC(=O)Cc3n[nH]c(=O)c4ccccc34)n2)c1,-2
O=C1C(=O)N(C2CCCC2)C(=O)N1Cc1cc(F)cc2cccnc12,7
Cc1cc(C(=O)Nc2ccccc2C(C)C)c2ccccc2n1,4
COc1ccccc1/C=C/C(=O)c1ccc(C)cc1OC,5
O=C(Cn1ccccc1=O)Nc1ccc(F)cc1Cl,-1
CCc1ccc(C(=O)c2sc(Nc3cccc(Cl)c3)nc2N)cc1,1
O=C(Nc1ccccc1F)c1nn(Cc2ccccc2)c(=O)c2ccccc12,2
CCC(=O)C1=C(c2ccc(C3CCCCC3)cc2)N(C(=O)CC)n2cnnc2S1,10
CC(=O)NC1=NN(C(C)=O)C2(S1)C(=O)N(C)c1ccc(F)cc12 (configuration not stated),-6
Cc1sc2nc(C(C)Sc3nnnn3C)[nH]c(=O)c2c1C (configuration not stated),2
O=S1(=O)CC(N2CCCCC2)CN1Cc1cn(Cc2ccc(C(F)(F)F)cc2)nn1 (configuration not stated),2
O=C1O[C@@H](c2ccccc2)C[C@@H](O)[C@H](O)CCc2ccccc21,-5
O=C(NC1CC1)c1ccc(NC(=O)c2cc(-c3ccco3)nc3ccccc23)cc1,-2
O=C(NCc1cccc(Oc2ccccc2)c1)C(=O)c1c[nH]c2ccccc12,-10
CCc1nc2nc(C)[nH]n2c(=O)c1NC(=O)Nc1cccc(C(F)(F)F)c1,30
O=C(Nc1cccc(N2CCCC2=O)c1)c1ccc(-n2cnc3ccccc32)cc1,-1
Cc1ccc(-c2nc(CSc3nc4ncccc4[nH]3)c(C)o2)c(C)c1,-1
NC(=O)c1c(N)[nH]c(C(=O)c2ccccc2)c1-c1ccccc1Br,9
COc1ccc(NC(=O)C(c2ccncc2)n2c(=O)c(-c3cc4ccccc4[nH]3)nc3ccccc32)cc1 (configuration not stated),3
Cc1ccc2[nH]c(C)c(CC(=O)NC(C)c3ccncc3)c2c1 (configuration not stated),-1
Cc1nc(-c2ccc(S(=O)(=O)Nc3c(C)cccc3C)cc2)co1,-1
COCCn1c(SCc2nc(-c3ccccc3C)no2)nc2ccsc2c1=O,-1
CN(Cc1c(F)cccc1Cl)C(=O)c1cccc(NS(C)(=O)=O)c1,-3
CC1(C)O[C@H]2[C@@H](O1)[C@@H](C(=O)Oc1ccc(Cl)cc1)O[C@@H]1OC(C)(C)O[C@@H]12,-3
Cc1ccc(-c2cc(C(=O)Nc3cccc(CO)c3)c3ccccc3n2)cc1,4
CSCCC(NC(=O)c1ccccc1)C(=O)NCc1ccc(C(F)(F)F)cc1 (configuration not stated),2
CCOc1ccc2nc(N3CCCC(C(=O)NCCc4cc(OC)ccc4OC)C3)sc2c1 (configuration not stated),-4
CC(Sc1ncnc2nc[nH]c12)C(=O)Nc1ccccc1Cl (configuration not stated),-3
COc1ccc(-c2nc(C#N)c(N3CCC(Cc4ccccc4)CC3)o2)cc1OC,9
CCCCCCCCC(=O)Nc1cccc(C)c1C,14
CCC12CN(C(C)=O)CC(C)(CN(C(C)=O)C1)C2=O,-7
CCOC(=O)Nc1cccc(N2CCn3c(nc4ccccc43)C2)c1,18
Cc1ccc(N2CC(c3nc(-c4cccs4)no3)CC2=O)cc1C (configuration not stated),9
CCNC(=O)NC(=O)COc1ccc(C(=O)c2ccc(F)cc2)cc1,2
O=C(C(Sc1nnc(-c2ccncc2)n1-c1ccc(Cl)cc1)c1ccccc1)N1CCCC1 (configuration not stated),-3
NC(=O)NC(=O)CSc1nc(-c2ccco2)nc2ccccc12,8
CC(C)c1ccc(-n2nnnc2C2(Nc3ccccc3)CCCCC2)cc1,-11
CC(C)Cn1cnc2c1c(O)nc(=O)n2Cc1ccccc1,-13
CNc1nc(-c2cc3c4c(c2)CC(=O)N4CCC3)cs1,-2
NC(=S)NCc1ccccc1Cl,-1
CCN(CC)CCNC(=O)Cc1c(C)[nH]c2ccc(F)cc12,-3
CC1CCC(NC(=O)/C=C/c2cccc(C#N)c2)CC1 (configuration not stated),6
N#C/C(=C/c1ccccc1)C(=O)OCC1CCCO1 (configuration not stated),-9
CC(=O)NCCNC(=S)Nc1ccc(F)cc1,7
Cn1c(=O)c2c(nc(Cl)n2Cc2c(Cl)cccc2Cl)n(C)c1=O,-2
CC(NC(=O)CSc1ccc2ccccc2n1)C1CC1 (configuration not stated),5
Cn1c(=O)[nH]c(=O)c2c1nc(SCc1ccc(F)cc1)n2Cc1ccccc1,-7
NNc1ccc(S(=O)(=O)O)cc1,6
O=S(=O)(c1ccc2nc(N3CCN(c4ccc(F)cc4)CC3)ccc2c1)N1CCOCC1,-12
COCCCNCc1ccco1,0
O=C(/C=C/Nc1ccc(Oc2ccccc2)cc1)c1ccc(F)cc1,5
Cc1ccc(C)c(NC(=O)C2CCN(S(=O)(=O)c3cccs3)CC2)c1,5
CCCCNC(=O)C1C(c2ccc(C(F)(F)F)cc2)=Nc2ccccc2N1C(=O)c1cccc(C(F)(F)F)c1 (configuration not stated),1
CC(C)CNC(=O)CSc1nnc(-c2nn(Cc3ccccc3)c(=O)c3ccccc23)o1,-2
COc1ccc(C(=O)N[C@H]2C[C@@H]3CC[C@H]2C3)cc1OC,-2
COC(=O)c1ccc(C(=O)Oc2ccc3c(c2)CCC3)cc1,9
COC(=O)c1[nH]c2ccc(F)cc2c1C=O,0
# Following part.
SMILES,LDHA inh
CSc1ccc(/C=C2\CCc3ccccc3C2=O)cc1,8
COCCN1C(=O)C(=O)/C(=C(/O)c2ccc(OCC(C)C)cc2C)C1c1cccnc1 (configuration not stated),11
Cc1oc2ncnc(N3CCOCC3)c2c1C(=O)NCC1CCN(Cc2cccc(F)c2)CC1,-5
N#Cc1cc2c(nc1SCC(=O)NC1CCCCC1)CCCC2,5
NCc1ccc(CN2CCCCC2)cc1,-1
O=C(O)c1ccc(COc2cc(Cl)ccc2Cl)s1,0
CCCOc1ccc(NC(=O)c2cccc(C)c2)c2cccnc12,-7
O=C(NCc1ccc(-n2cccn2)cc1)c1cc(Br)ccc1Cl,-7
N#Cc1nc(-c2ccco2)oc1N1CCN(CC(=O)Nc2cccc(Br)c2)CC1,8
c1ccc(CNc2nc(Nc3cccc4ccccc34)nc3ccccc23)cc1,10
CCOc1ccc(OCCOC(=O)CCC(=O)c2ccc(F)cc2)cc1,-2

# Among those listed so far, these contain a Cl atom.
SMILES,LDHA inh
CC(C)(C)c1ccc(C(=O)OCc2c(Cl)cccc2Cl)cc1,7
Cc1oc2cc(OS(C)(=O)=O)ccc2c(=O)c1-c1ccc(Cl)cc1,4
O=C(O)CCC(=O)Nc1ccc2c(C(C(=O)O)N3CCN(c4cccc(Cl)c4)CC3)c[nH]c2c1 (configuration not stated),7
CC(Nc1oc(COc2ccccc2Cl)nc1C#N)c1ccccc1 (configuration not stated),-7
CC1(C(=O)NC2CC3CC2C2CCCC32)CC1(Cl)Cl (configuration not stated),-2
Cn1c(=O)c2c(nc(SCC(=O)O)n2Cc2c(F)cccc2Cl)n(C)c1=O,9
O=C(Cn1ccccc1=O)Nc1ccc(F)cc1Cl,-1
CCc1ccc(C(=O)c2sc(Nc3cccc(Cl)c3)nc2N)cc1,1
CN(Cc1c(F)cccc1Cl)C(=O)c1cccc(NS(C)(=O)=O)c1,-3
CC1(C)O[C@H]2[C@@H](O1)[C@@H](C(=O)Oc1ccc(Cl)cc1)O[C@@H]1OC(C)(C)O[C@@H]12,-3
CC(Sc1ncnc2nc[nH]c12)C(=O)Nc1ccccc1Cl (configuration not stated),-3
O=C(C(Sc1nnc(-c2ccncc2)n1-c1ccc(Cl)cc1)c1ccccc1)N1CCCC1 (configuration not stated),-3
NC(=S)NCc1ccccc1Cl,-1
Cn1c(=O)c2c(nc(Cl)n2Cc2c(Cl)cccc2Cl)n(C)c1=O,-2
O=C(O)c1ccc(COc2cc(Cl)ccc2Cl)s1,0
O=C(NCc1ccc(-n2cccn2)cc1)c1cc(Br)ccc1Cl,-7

# The list is partial; the hit share may differ from the screen's.
